# Source: PubChem
# P. falciparum M1AAP: P. falciparum M1AAP inhibitors, biochemical, fluorogenic H-Leu-NHMec substrate, 1536-well (AID 1445). Aminopeptidase N (Plasmodium falciparum (isolate 3D7)). recombinant M1AAP, H-Leu-NHMec fluorogenic kinetic assay; higher % means a stronger effect. inhibition, % at 30 µM, or IC50 in µM where a hit was titrated. 220,000 tested, 0.42% active;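 active = primary inhibition above the hit cutoff, then over 50% inhibition at one or more dose response concentrations, cut at about 23% in these data, passing the limit was not always enough; inconclusive = conflicting primary data, or primary hits not chosen for dose response; inactive = low primary inhibition, or under 50% at every dose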;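 note: plate controls were DMSO full reaction for no effect and no enzyme background for full effect; strong numbers were not always called active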
# TNAP activators: human TNAP enzyme activators, primary screen, biochemical, luminescent, no phosphate acceptor, uHTS (AID 1001). purified TNAP, luminescent activation assay, no phosphate acceptor; higher activation fold means a stronger effect. 200,000 tested, 0.03% active. activation fold at 20 µM; hits with a dose series show EC50 in µM; in the data active = activation fold from about 3, or a potency from the dose series; inactive = the rest, 99 in 100 with activation fold below about 1.6; note: many of its hits are not listed in these tables
# Yfh1-depleted yeast: enhancers of respiration in Yfh1-depleted yeast, dose response, Friedreich's ataxia, plus single-dose screen (AID 1465) | S. cerevisiae Yfh1-off respiration, WST-1 reduction, 72 h; higher fold induction means a stronger effect | 220,000 tested, 0.074% active | fold induction at 50 µM, or EC50 in µM where a hit was titrated;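 active = fold induction of absorbance versus untreated yeast above a set limit, then at least 30% activation at any dose in follow-up; inconclusive = repeats straddling the limit, or above it without dose testing; inactive = fold induction below the set limit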;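 note: activators that raise dye reduction in frataxin-depleted yeast; strong numbers were not always called active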
# XIAP antagonists: XIAP antagonists, biochemical, IAP family, fluorescence polarization (AID 1018). XIAP BIR domain, fluorescence polarization peptide displacement; higher % means a stronger effect. one-dose displacement, % at 20 µM; IC50 in µM for titrated hits. 200,000 tested, 0.007% active. E3 ubiquitin-protein ligase XIAP (Homo sapiens); in the data active = displacement above about 50%; note: a part of the inactive calls stands beside numbers as strong as those of hits
# PMI inhibition: human PMI inhibitors, high substrate, primary screen, biochemical, fluorescence intensity, high mannose 6-phosphate (AID 1220). 190,000 tested, 0.66% active. one-dose inhibition, % at 20 µM; IC50 in µM for titrated hits. recombinant PMI enzyme, coupled fluorescence intensity; higher % means a stronger effect
# WT yeast gro inh: growth inhibition of WT strain, primary screen, mitochondrial fusion inhibitor project, WT and mutant strains, chemical genetic; mitochondrial fusion phenotypic screen; inhibition, % at 10 µM; 190,000 tested, 2.1% active; in the data active = inhibition above about 58%; tested in S. cerevisiae
# M17LAP inhibition: P. falciparum M17LAP inhibitors, primary screen, biochemical, fluorogenic H-Leu-NHMec substrate, 1536-well (AID 1619); one-dose inhibition, % at 30 µM; IC50 in µM for titrated hits; Leucine aminopeptidase (Plasmodium falciparum (isolate 3D7)); 220,000 tested, 0.38% active; recombinant M17LAP, H-Leu-NHMec fluorogenic kinetic assay; higher % means a stronger effect;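 active = compound inhibiting the enzyme by more than half at any dose during confirmatory dose-response retesting; inconclusive = strong single-dose inhibitors picked by rank but not retested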;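 note: plate controls were full reaction with DMSO carrier for no effect and no enzyme background for full effect; strong numbers were not always called active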
# PMI inhibitors: inhibitors of human PMI, primary screen, biochemical, fluorescence intensity, coupled assay (AID 1209); inhibition, % at 20 µM; hits with a dose series show IC50 in µM; purified PMI enzyme, coupled fluorescence intensity; higher % means a stronger effect; 190,000 tested, 0.42% active;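 note: plate controls were DMSO vehicle for no effect and wells lacking substrate for full effect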
# LYP inhibition: inhibitors of LYP phosphatase, biochemical, fluorescence intensity, uHTS (AID 1779) | 290,000 tested, 0.054% active | inhibition, % at 11.5 µM; hits with a dose series show IC50 in µM | recombinant LYP phosphatase, fluorescence intensity; higher % means a stronger effect;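 note: plate controls were vehicle with enzyme for no effect and no enzyme for full effect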
# WT yeast gro inh mutant strain: further read-out of WT yeast gro inh, marked with its call; inhibition, %; mitochondrial fusion phenotypic screen, mutant strain inhibition
# Numbers without * were called inactive; i = inactive; ? = inconclusive; . = no result given. Cut-off read from the data, not from the text of the source, unless noted: active = inhibition above about 50%; inactive = the rest.
# Below each SMILES – P. falciparum M1AAP, TNAP activators, Yfh1-depleted yeast, XIAP antagonists, PMI inhibition, WT yeast gro inh, WT yeast gro inh mutant strain, M17LAP inhibition, PMI inhibitors, LYP inhibition
COc1ccccc1N(CN1C(=O)c2ccccc2C1=O)C(=O)c1cccc(C)c1
    4%, 1, i, -3.3%, 0%, 2, -7, 7%, 11%, -5%
CCN=c1sc(C(=O)OC)cc(=O)n1CC
    5%, 1, i, -4.0%, 4%, 10, 3, 8%, -5%, -3%
O=C(CCN1CCCCCC1)Nc1ccc2c(c1)OCCO2
    -2%, 0.9, i, -4.7%, 9%, -4, -7, 4%, 9%, -8%
CCC1CCCCN1C(=O)COC(=O)c1cc2ccccc2cc1O (stereo not given)
    1%, 1.3, i, -5.7%, 8%, 3, 16, 7%, 8%, -12%
CCCCc1ccc(-c2nc(NC(=O)C3C4CCC(O4)C3C(=O)O)sc2C)cc1 (stereo not given)
    -8%, 1.1, i, 2.1%, -3%, 88*, 83*, 24%, 10%, 3%
Cc1[nH]nc(SCC(=O)NCC(C)C)c1[N+](=O)[O-]
    3%, 1.1, i, -4.9%, -47%, 4, 9, 3%, -30%, -9%
O=C(Oc1ccc(-c2nnco2)cc1)N1CCCCC1
    0%, 1, i, -7.8%, 12%, 2, 42, -4%, 15%, -4%
CC1CC(=O)N(CC(=O)Nc2ccc3c(c2)OCO3)c2ccccc2S1 (stereo not given)
    1%, 1.1, i, -5.8%, 9%, -1, -10, 22µM*, 18%, -1%
COC(=O)c1ccc(Oc2nc(NC(C)C)nc(N(C)C)n2)cc1
    3%, 1.1, i, -0.7%, 3%, 2, 6, 3%, 8%, -4%
Clc1ccc(CN2CCCCCCC2)cc1Cl
    2%, 1, i, -2.4%, 1%, 3, 7, 8%, 4%, 0%
O=C(O)c1ccc(Cl)cc1NC(=O)C1CCCO1 (stereo not given)
    4%, 1.1, i, -3.2%, -1%, 19, 21, -6%, 7%, -2%
O=C(O)c1ccccc1-c1ccccc1C(=O)NNc1ccccc1
    -6%, 1.1, i, -5.2%, -186%, 18, -3, 13%, -73%, -1%
COC(=O)c1cc(NC(=O)c2c(Cl)nc3sccn23)cc(C(=O)OC)c1
    1%, 1, ?, -2.5%, 1%, -13, -4, 2%, 2%, -10%
CCCc1cc(=O)[nH]c(SCCOc2ccc(OCC)cc2)n1
    5%, 0.9, i, -5.0%, 4%, 9, 11, -5%, 3%, -3%
CC1CCCCN1C(=O)CSc1nnc(CSc2ncccn2)n1C (stereo not given)
    -2%, 1.1, i, -1.9%, -12%, 9, 3, -5%, -7%, 1%
Cc1ccc(S(=O)(=O)Nc2cc(-c3nn(C)c(=O)c4ccccc34)ccc2N2CCOCC2)cc1
    4%, 1.1, i, -6.8%, 16%, -5, -18, 17%, 27%, 0%
Cc1ccc(OCc2nnc(SCC(=O)Nc3ncc(C)s3)o2)cc1
    3%, ., i, ., ., ., ., 13%, ., -5%
CC(C)C(c1nnnn1Cc1cccs1)N1CCN(C2CCCC2)CC1 (stereo not given)
    4%, 1, i, -4.1%, 5%, -13, -7, 0%, 10%, -12%
CC(C)OP(=O)(OC(C)C)C(O)c1ccc2c(c1)OCO2 (stereo not given)
    9%, 1.2, i, -11%, 2%, 5, -16, 8%, 0%, -1%
Nc1c(-c2ccc(Cl)cc2)cnc2ncnn12
    -3%, 2.4, i, 0.7%, 8%, 7, -4, 1%, 8%, -8%
CCOc1ccc(OCCN2C(=O)NC(Cc3c[nH]c4ccccc34)C2=O)cc1 (stereo not given)
    8%, 1.1, i, -7.0%, -1%, -11, -12, -5%, 9%, -10%
Cc1onc(-c2ccccc2)c1-c1ccnn1C(=O)NC(C)C
    -2%, ., i, ., ., ., ., 0%, ., -10%
Cc1ccc(CN2CCN(/N=C/c3ccc(C(=O)O)cc3)CC2)cc1
    4%, 1.1, i, -11%, 4%, -1, 1, 5%, 9%, -10%
CCCn1nc(C(=O)OCC(=O)c2ccc3c(c2)NC(=O)CO3)c2ccccc2c1=O
    0%, 1.1, i, -3.6%, -10%, 18, 12, -12%, -13%, -5%
CNC(=S)NNC(=O)Cc1ccccc1
    10%, 1.1, i, -1.2%, 22%, -6, -3, 14%, 20%, -7%
CSc1cccc(NC(=S)N2CCC(N(C)C3CCCCC3C)CC2)c1 (stereo not given)
    1%, 1.2, i, -5.6%, -5%, -3, 0, -10%, -3%, -5%
Cc1ccc(S(=O)(=O)N(C)c2c(C)ccc(S(=O)(=O)N3CCN(C=O)CC3)c2C)cc1
    -3%, 1.1, i, -6.7%, -2%, -5, -16, -4%, 9%, -6%
CCS(=O)(=O)N1Cc2ccccc2CC1C(=O)OCC(=O)N(C(C)C)C(C)C (stereo not given)
    2%, 1, i, -3.9%, 3%, -7, 2, 1%, 3%, -6%
COc1cc2cc(CN(CCc3ccccc3C)C(=S)NCCCN3CCOCC3)c(=O)[nH]c2cc1OC
    17%, 0.9, i, -8.6%, -3%, 2, 4, -3%, 2%, -1%
O=C(Nc1cccc(C(F)(F)F)c1)/C(=C/c1ccco1)NC(=O)c1cccs1
    15%, 1, ., -2.9%, 8%, 18, 11, -2%, -2%, 7%
CCCN1C(=O)c2cc(C(=O)O)ccc2C1O (stereo not given)
    -1%, 1.1, i, 42%, -6%, 5, -3, 5%, 7%, 0%
CC1(C)CC(=O)C=C(Nc2ccccc2NC(=O)c2cnccn2)C1
    -2%, 1.2, i, -7.1%, -5%, -7, -10, -3%, -5%, 2%
COc1ccc(S(=O)(=O)N2CCCCCC2)cc1NC(=O)Cc1ccccc1
    5%, 1.1, i, -5.8%, 7%, 4, -10, -2%, 4%, -1%
Cc1cccc(NC(=O)C(C)n2cc([N+](=O)[O-])cn2)n1 (stereo not given)
    1%, 1, i, -5.5%, -9%, 3, 18, 0%, -13%, -5%
CCn1c(CNC(C)=O)nnc1SCC(=O)c1ccc(Br)cc1
    -7%, 1.1, i, -5.6%, -16%, 6, 10, 7%, -2%, -5%
CCOC(=O)c1sc(-c2cccc([N+](=O)[O-])c2)cc1N
    2%, 1.1, i, -3.9%, 3%, -6, -13, -10%, -4%, -1%
COC(=O)[C@@]1(Cc2ccc(F)cc2)[C@H]2c3cc(C(=O)N4CCCC4)n(CCO)c3C[C@H]2CN1C(=O)c1ccccc1
    9%, 1.1, i, -14%, 8%, 4, -17, -5%, 2%, 3%
Cc1ccccc1CSCC(=O)N/N=C/c1cccs1
    7%, 1.1, i, -3.2%, -5%, 1, 1, 11%, -2%, -1%
Cc1ccc(C2=NNC(c3cccc(F)c3)S2)cc1 (stereo not given)
    17%, 1.1, i, -5.1%, -114%, 6, -2, -1%, -66%, -5%
O=C(NCc1ccccc1Cl)C(=O)NCC(c1ccco1)N1CCOCC1 (stereo not given)
    4%, 1.1, i, -3.5%, -4%, 3, -9, -3%, -6%, -2%
CCCCCC1=CCC/C1=N\NC(=O)c1ccc2c(c1)OCO2
    2%, 1.1, i, -8.8%, -6%, -6, 12, -4%, -16%, -4%
CN(C)S(=O)(=O)c1ccc(NC(=O)c2ccc3ncsc3c2)cc1
    0%, ., i, ., ., ., ., -4%, ., 0%
CSCCCNC(=S)N1CCN(S(=O)(=O)c2cccc(C(F)(F)F)c2)CC1
    -2%, 1.2, i, 0.0%, -2%, 10, -5, 2%, -3%, -6%
Cc1ccc(S(=O)(=O)NC(=NC(C)C(=O)O)c2ccccc2)cc1 (stereo not given)
    1%, 1.1, i, -2.9%, 4%, 9, 3, 9%, 6%, -11%
O=C(Cc1cccc2ccccc12)NCCOc1ccccc1F
    ., 1.1, i, -2.5%, 23%, -4, -7, ., 10%, -5%
O=C(COc1ncnc2ccccc12)N1CCN(S(=O)(=O)c2ccccc2)CC1
    28%*, 1, i, -8.8%, -13%, -15, 17, 6%, -11%, -8%
Cn1c(Cn2c3ccccc3c3ccccc32)n[nH]c1=S
    1%, ., i, ., ., ., ., 5%, ., -7%
CCCOC(=O)c1ccc(Oc2c(-c3ccc(O)cc3O)n[nH]c2C)cc1
    8%, 1.1, i, -3.3%, 5%, 57, -9, 15%, 12%, -3%
Cc1ccc(CN(C)C(=O)c2ccc3c(c2)NC(=O)CS3)o1
    5%, ., i, ., ., ., ., 6%, ., -3%
CC(=O)c1ccc(-n2c(CCC(=O)O)ccc2-c2cccs2)cc1
    5%, 1.1, i, -2.5%, 6%, -1, -5, 56%, 10%, -4%
CC(/C=C1\SC(=S)N(NC(=O)c2ccncc2)C1=O)=C\c1ccccc1
    14%, ., i, ., ., ., ., 25%, ., 0%
CN1CCN(C(=O)CN(Cc2ccc(Cl)cc2)S(C)(=O)=O)CC1
    -1%, 1.1, i, -0.6%, 13%, 2, 6, -5%, 9%, 2%
COc1ccccc1CNC(=O)CSC1=NCCS1
    2%, 1.4, i, -7.4%, -4%, 2, 2, -3%, -5%, -8%
CCN(CC)C(=O)CN(c1cc(Cl)ccc1OC)S(C)(=O)=O
    5%, 1.1, i, -5.1%, -10%, 1, -3, 8%, -5%, -5%
CC(=O)Nc1ccc(/C(C)=N/NC(=O)C2CC2c2ccccc2)cc1 (stereo not given)
    1%, 1, i, -8.7%, 4%, 4, -3, -4%, 6%, 4%
O=C(NNc1cccc(Cl)n1)c1c(F)cccc1F
    6%, 1.7, i, -3.8%, -7%, -4, 6, -1%, -5%, -3%
CCOP(=O)(OCC)/C(C#N)=C/c1cc(OC)ccc1OC
    1%, ., i, ., ., ., ., 4%, ., -8%
COCCN1C(=O)C(=O)/C(=C(/O)c2cccc(OC)c2)C1c1ccc(C)o1 (stereo not given)
    7%, 1, ., -21%, -10%, 4, -1, 1%, -19%, 1%
CCCCCc1ccc(-c2ccc(OCC)cc2)nc1
    -3%, 1.2, i, -2.5%, -4%, 36, 24, -9%, 6%, -5%
CN1CCN(S(=O)(=O)c2cccc(C(=O)O)c2)CC1
    3%, 1.1, i, -4.6%, -10%, -12, -4, -1%, -13%, -6%
COC(=O)Cc1[nH]nc2c1C1(C(=O)N(Cc3ccccc3)c3ccccc31)C(C#N)=C(N)O2 (stereo not given)
    13%, 1, i, -6.6%, -5%, -5, -16, -3%, 3%, -7%
COc1ccc(C(=O)N/N=C/c2cc3ccccc3[nH]c2=S)cc1
    10%, 0.9, i, -2.6%, -98%, 8, 8, 2%, -70%, -4%
N#Cc1c(-c2ccc(F)cc2)c2c([nH]c1=O)-c1ccccc1OC2
    12%, ., i, ., ., ., ., -103%, ., -10%

# Another view of 2 compounds above:
Structure | P. falciparum M1AAP | TNAP activators | Yfh1-depleted yeast | XIAP antagonists | PMI inhibition | WT yeast gro inh | WT yeast gro inh mutant strain | M17LAP inhibition | PMI inhibitors | LYP inhibition
Cc1onc(-c2ccccc2)c1-c1ccnn1C(=O)NC(C)C | -2% | . | i | . | . | . | . | 0% | . | -10%
CNC(=S)NNC(=O)Cc1ccccc1 | 10% | 1.1 | i | -1.2% | 22% | -6 | -3 | 14% | 20% | -7%
